ALDH1A1 block: qHTS Assay for Inhibitors of Aldehyde Dehydrogenase 1 (ALDH1A1); Aldehyde dehydrogenase 1A1 (Homo sapiens), P00352; Purified ALDH1A1, NADH fluorescence, propionaldehyde substrate; Potency, µM (top dose mostly 75.3 µM), for inactives: at the highest dose activity, negative = inhibition, hits mostly inhibitors; hit rate 7.3% among 220,000; AID 1030, 2008; active = well fitted inhibition curve with a large enough effect, not every such curve was filed as active; inconclusive = small, poorly fitted or top-dose-only effect, or another doubt; inactive = no such curve, though single readings can be large or run the other way;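 also: plate controls were no enzyme wells and a reference inhibitor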
Target sequence (P00352 whole entry, looked up): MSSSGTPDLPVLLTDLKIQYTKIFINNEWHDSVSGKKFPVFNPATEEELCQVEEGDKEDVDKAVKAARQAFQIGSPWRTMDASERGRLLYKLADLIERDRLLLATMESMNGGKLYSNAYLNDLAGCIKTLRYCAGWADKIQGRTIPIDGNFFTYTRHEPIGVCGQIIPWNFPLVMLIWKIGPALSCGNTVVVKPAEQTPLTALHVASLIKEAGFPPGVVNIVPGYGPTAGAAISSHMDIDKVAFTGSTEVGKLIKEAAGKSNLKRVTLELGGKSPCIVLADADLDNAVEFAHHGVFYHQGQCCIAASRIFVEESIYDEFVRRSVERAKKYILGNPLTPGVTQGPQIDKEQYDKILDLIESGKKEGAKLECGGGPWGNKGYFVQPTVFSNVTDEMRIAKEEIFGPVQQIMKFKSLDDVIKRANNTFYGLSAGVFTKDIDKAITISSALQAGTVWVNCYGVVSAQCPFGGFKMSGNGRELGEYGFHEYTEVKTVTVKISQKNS
JMJD2E inh: qHTS Assay for Inhibitors of Human Jumonji Domain Containing 2E (JMJD2E) | Lysine-specific demethylase 4E (Homo sapiens), B2RXH2 | JMJD2E catalytic domain, FDH-coupled NADH fluorescence (FDH is formaldehyde dehydrogenase) | Potency, µM (highest dose often 57.1 µM), for the others: top-dose activity change, negative = inhibition, most hits filed as inhibitors | hit rate 1.6% among 230,000 | AID 2147, 2009; active = well fitted inhibition curve with a large enough effect, not every such curve was filed as active; inconclusive = small, poorly fitted or top-dose-only effect, or another doubt; inactive = no such curve, though single readings can be large or run the other way;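 also: 0% = wells with enzyme and -100% = buffer wells without enzyme; nearly all actives have a fitted effect of over 50% in size; many of its hits are not listed in these tables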
Target sequence (B2RXH2 1-337 limits assumed): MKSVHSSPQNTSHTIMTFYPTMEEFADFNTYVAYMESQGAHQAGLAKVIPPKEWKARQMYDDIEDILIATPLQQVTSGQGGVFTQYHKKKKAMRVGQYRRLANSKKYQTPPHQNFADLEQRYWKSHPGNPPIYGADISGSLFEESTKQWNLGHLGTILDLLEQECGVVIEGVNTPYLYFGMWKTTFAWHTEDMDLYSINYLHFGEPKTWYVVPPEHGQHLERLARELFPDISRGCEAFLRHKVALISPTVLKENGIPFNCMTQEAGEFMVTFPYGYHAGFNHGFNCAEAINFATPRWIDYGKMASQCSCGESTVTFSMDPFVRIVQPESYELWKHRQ
Luc counter: Counterscreen for Luciferase (Kinase-Glo TM) Inhibition; Luciferin 4-monooxygenase (Photuris pensylvanica), Q27757; Kinase-Glo luciferase, ATP luminescence, 8 min; Potency, µM (top dose mostly 38.3 µM), without a hit: at the top dose activity change, negative = inhibition, actives largely listed as inhibitors; hit rate 0.28% among 200,000; also: % is scaled to controls: 0 for no effect and ±100 for the full control effect; nearly all actives have a fitted effect of over 60% in size
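Inhibition of Kinase-Glo luciferase light generation was assessed at 10 uM ATP in pH 7.2 imidazole buffer, with luminescence measured after eight minutes at ambient temperature.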
Tau ThT inhib: qHTS for Inhibitors of Tau Fibril Formation, Thioflavin T Binding; recombinant tau K18 P301L (four-repeat tau fragment), heparin-induced fibrillization, ThT fluorescence; Potency, µM (doses to about 57.4 µM), for inactives: at the highest dose activity, negative = inhibition, hits mostly inhibitors; hit rate 2.1% among 270,000; also: % is scaled to controls: 0 for no effect and ±100 for the full control effect; nearly all actives have a fitted effect of over 55% in size
Target sequence (P10636 561-689 P618L limits assumed): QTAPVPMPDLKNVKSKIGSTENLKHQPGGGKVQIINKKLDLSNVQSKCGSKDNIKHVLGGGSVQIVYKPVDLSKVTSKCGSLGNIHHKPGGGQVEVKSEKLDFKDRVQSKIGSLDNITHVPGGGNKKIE
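Recombinant human tau K18 fragment […] carrying P301L, 15 uM unlabeled plus 0.24 uM Alexa 594-labeled, was fibrillized with 20 uM heparin in 100 mM sodium acetate pH 7 for 6 hr at 37 C; 30 uM ThT fluorescence read after 1 hr.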
RECQ1 inh: qHTS Assay for Inhibitors of RecQ-Like Dna Helicase 1 (RECQ1); ATP-dependent DNA helicase Q1 (Homo sapiens), P46063; RECQ1 DNA unwinding, red fluorescence kinetic read; Potency, µM (highest dose often 57.3 µM), inactives show top-dose activity, negative = inhibition, usual class: inhibitors; hit rate 0.54% among 240,000;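 also: plate controls were vehicle for no effect and no enzyme for full effect; nearly all actives have a fitted effect of over 30% in size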
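RECQ1T1 50 nM; forked duplex (20 bp + 30-nt ss tails) 200 nM, ATP 2 mM final; pH 8.0, 2 mM MgCl2, 2.5 ug/ml poly(dI-dC); 15 min compound preincubation; discontinuous kinetic read over 2 h at RT.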
LMNA splice mod: qHTS Assay for Modulators of Lamin A Splicing; HeLa LMNA splicing GFP/RFP minigene ratio, 48 h; Potency, µM (top dose mostly 46.1 µM), inactives show at the top dose ratio change, negative = inhibition, most hits filed as inhibitors; hit rate 0.01% among 200,000; AID 1487, 2009; active = well fitted inhibition curve with a large enough effect in the signal ratio, with a control signal flat, not every such curve was filed as active; inconclusive = small, poorly fitted or top-dose-only effect, or effect the other way, or a change in a side signal; the % refers to the signal ratio; also: % is scaled to controls: 0 for no effect and ±100 for the full control effect
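S3 HeLa stable clones carrying a lamin A-EGFP splicing minigene plus DsRed2 were seeded at 600 cells/well in Opti-MEM with 2% FBS, pin-dosed and incubated 48 h at 37°C. Acumen cytometry (488 nm) gave the GFP/RFP total-intensity ratio.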
SMN2 splice up: qHTS Assay for Enhancers of SMN2 Splice Variant Expression; HEK293 SMN2-luciferase splicing reporter, luminescence, 30-36 h; Potency, µM (doses to about 46.1 µM), without a hit: at the highest dose activity change, positive = activation, most hits filed as activators; hit rate 2.8% among 210,000; AID 1458, 2008; also: % of control where 0% means no effect; nearly all actives have a fitted effect of over 55% in size
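HEK293 cells carry an SMN2 minigene-luciferase reporter in which exon 7 inclusion puts luciferase in frame. Cells were seeded at 2000 cells/well, attached for 10-12 hours, then exposed to compounds for 30-36 hours at 37C before ONE-Glo luminescence.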
L3MBTL1 block: qHTS Assay for the Inhibitors of L3MBTL1; AlphaScreen L3MBTL1–H3K9me1 peptide binding; hit rate 0.66% among 230,000; Potency, µM (series often up to 57.1 µM), for the others: top-dose activity, negative = inhibition, hits mostly inhibitors; Lethal(3)malignant brain tumor-like protein 1 (Homo sapiens), Q9Y468; also: % is scaled to controls: 0 for no effect and ±100 for the full control effect; nearly all actives have a fitted effect of over 60% in size
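AlphaScreen proximity signal between nickel-chelate acceptor and streptavidin donor beads (final 10 ug/mL) reports binding of 50 nM L3MBTL1 to 75 nM biotin-H3 K9me1 peptide; complex incubated with compounds 30 min at room temperature; cefsulodin titration as control.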
* marks the source's active call; other numbers are inactive results; i = inactive; ? = inconclusive; · = no result given; [ ] = another dose, or the depositor's remark. Unless noted, calls follow the shape of the dose curve; as a rule, active = well fitted curve in the direction sought with a large enough effect; inconclusive = small, poorly fitted or top-dose-only effect, or another doubt; inactive = no such curve, though single readings can be large; an effect the other way counts as inactive or inconclusive. Potency is read from the fitted curve at half-maximal effect. A portion of the library. The share of hits here may be higher or lower than overall.

Results follow in this order: ALDH1A1 block | JMJD2E inh | Luc counter | Tau ThT inhib | RECQ1 inh | LMNA splice mod | SMN2 splice up | L3MBTL1 block
CCCCCCCCCCCCCCCCCC(=O)NCC(COP(=O)([O-])OCC[N+](C)(C)C)OCC (configuration not stated)
 : -6% | -1% | -5% | ? | i | ? | 6% | ·
CC(=O)c1ccc(N2CCN(C(=O)Cc3cccs3)CC2)cc1
 : ? | -22% | 2% | ? | i | -5%[46 µM] | 2% | 1%
N/C(=N\OC(=O)c1cccs1)c1cccc(Br)c1
 : -6% | 5% | ? | -8% | i | 5%[46 µM] | 12% | 16%
CCOc1cc(CNCCCN2CCOCC2)ccc1OCC(=O)NC(C)(C)C
 : ? | 0% | 0% | 4% | 20% | ? | · | 5%
O=C(c1ccccc1)N1CCC(c2nc(-c3ccc(S(=O)(=O)NCC4CCCO4)cc3)no2)CC1 (configuration not stated)
 : ? | 5% | 24% | -9% | -16% | ? | -81%[inhibitor] | ·
Cc1c([C@H]2[C@@H](CC#N)C2(C)C)c2ccccc2n1C
 : -10% | -12% | -1% | 2% | -5% | -3% | -24% | -24%
C[N+]1(CC(O)COCC2COc3ccccc3O2)CCOCC1 (configuration not stated)
 : -4% | 8% | -1% | -3% | i | ? | -4% | ·
Cc1nn(Cc2ccc(F)cc2)c(C)c1NC(=O)c1noc2c1CCCCC2
 : 0% | -1% | -4% | -10% | 6% | ? | -39%[inhibitor] | 1%
CC(=O)NC1=NC(=O)/C(=C/N2CCCCC2)S1
 : ? | -7% | -3% | -6% | 0% | 16% | -2% | -5%
CC1CC(C)CN(CC(O)COCCOc2ccc(Br)cc2)C1 (configuration not stated)
 : 6% | 2% | -2% | 4% | -3% | 2% | 0% | 4%

The list goes on, overlapping the part above by 3 compounds.
Results follow in this order: ALDH1A1 block | JMJD2E inh | Luc counter | Tau ThT inhib | RECQ1 inh | LMNA splice mod | SMN2 splice up | L3MBTL1 block
Cc1nn(Cc2ccc(F)cc2)c(C)c1NC(=O)c1noc2c1CCCCC2
 : 0% | -1% | -4% | -10% | 6% | ? | -39%[inhibitor] | 1%
CC(=O)NC1=NC(=O)/C(=C/N2CCCCC2)S1
 : ? | -7% | -3% | -6% | 0% | 16% | -2% | -5%
CC1CC(C)CN(CC(O)COCCOc2ccc(Br)cc2)C1 (configuration not stated)
 : 6% | 2% | -2% | 4% | -3% | 2% | 0% | 4%
Cc1nnc(SCC(=O)c2ccc(Cl)cc2)n(N)c1=O
 : ? | -13% | 0% | ? | i | · | 5µM* | 4%
Cn1cccc1C(=O)OCC(=O)Nc1cc(C(C)(C)C)nn1-c1ccccc1
 : 8% | 3% | -7% | -4% | -8% | -14% | -10% | -7%
CCC(=O)NC(=S)NNC(=O)c1ccc(OC)cc1
 : 40µM* | -22% | -1% | -15% | -7% | ? | -32%[inhibitor] | 5%
CC(=O)Nc1cccc(C(=O)Nc2cccnc2)c1
 : 2% | -19% | · | -2% | -3% | · | · | ·
COC(=O)c1ccc(NC(=O)c2sc3nc(-c4ccccc4)cn3c2C)cc1
 : -12% | 0% | -5% | ? | -1% | 17% | -29% | -9%
Cc1ccc2c(Cl)cc(Cl)c(OCC(=O)Nc3cc(S(=O)(=O)N(C)C)ccc3C)c2n1
 : -9% | 0% | · | -12% | -7% | ? | · | -5%
O=c1c(O)c(-c2ccc(O)cc2)oc2ccccc12
 : ? | -1% | -13% | -13% | -9% | · | -52%[inhibitor] | ·
S=C(NCc1ccco1)Nc1ccc(Cl)c(Cl)c1
 : 25µM* | 8% | 0% | -22% | 3% | ? | -49%[inhibitor] | -5%
COc1ccc(NC(=S)N(CCCN2CCOCC2)Cc2ccco2)cc1
 : -3% | 4% | 2% | -3% | -16% | · | -2% | ·
N#Cc1nc(-c2cccs2)oc1NCC1CCCO1 (configuration not stated)
 : ? | ? | 0% | -2% | -12% | -9% | 16% | 7%
Cc1cc(/C=C(\C#N)C(=O)NCc2ccco2)c(C)n1-c1ccc(C(=O)O)cc1
 : 2% | 3% | -3% | -8% | -14% | ? | · | -1%
C=CCn1c(SCC(=O)NCc2ccc3c(c2)OCO3)nc2scc(-c3ccccc3)c2c1=O
 : 9% | 5% | -2% | -5% | 1% | -8% | 8% | -5%
O=C(CN1C(=O)c2cccc3cccc1c23)Nc1ccc(S(=O)(=O)N2CCOCC2)cc1
 : ? | ? | 0% | 6% | -7% | -16% | -42%[inhibitor] | 7%
NC(=O)NC(=O)Nc1ccccc1Cl
 : 2% | -1% | -6% | 3% | -9% | 16% | -3% | 0%
COc1ccc(N(C)S(=O)(=O)c2ccc(Cl)c(C(=O)NCCc3ccc(Cl)cc3)c2)cc1
 : -9% | 7% | -1% | -10% | -12% | -7%[46 µM] | -57%[inhibitor] | 0%
N#CCCn1cc(C(=O)Nc2ccc(C(=O)O)cc2)c(-c2ccc([N+](=O)[O-])cc2)n1
 : 6% | -10% | · | 4% | i | · | · | ·
CC1(C)CC(=O)C(C#N)=C(NCCCO)C1
 : 1% | 4% | 0% | 19% | -14% | 1% | 3% | 2%
COc1ccc(CCn2cc(C#N)c(=O)[nH]c2=O)cc1OC
 : 2% | 11% | 0% | -3% | i | 21%[46 µM] | -5% | 8%
Cc1cc(C)cc(N2Cc3ccccc3C2)c1
 : ? | -1% | 1% | ? | -8% | -3% | 4% | ·
Nc1ccc(-n2ccnc2)cc1
 : 8% | 9% | 1% | ? | -6% | ? | -10% | 5%
O=C(c1ccco1)N1CCN(C2CC(=O)N(c3ccc4c(c3)OCO4)C2=O)CC1 (configuration not stated)
 : ? | 1% | -2% | 3% | -5% | 8% | ? | 3%
Cc1ccc(C(=O)N/C(=C/c2ccc(-c3cccc([N+](=O)[O-])c3)o2)C(=O)NCCCN(C)C)cc1
 : ? | -4% | -2% | ? | i | 9%[46 µM] | -102%[inhibitor] | -24%
O=C(CSc1nc(O)cc(=O)n1C1CCCC1)Nc1cccc(Cl)c1Cl
 : ? | -3% | 11% | 15% | 4% | · | -2% | -10%
CC(NC(=O)CCc1nnc(-c2ccc(-c3ccccc3)cc2)o1)c1nc2ccccc2[nH]1 (configuration not stated)
 : ? | ? | -6% | ? | -3% | · | · | -18%
COC(=O)c1cc(S(=O)(=O)N(C)C2CCCCC2)oc1C
 : 10% | 6% | · | -12% | 14% | · | · | 11%
COc1ccc(OC)c(CN2CCN(S(=O)(=O)c3ccc(NC(C)=O)cc3)CC2)c1
 : 1% | 3% | 4% | -2% | 30%[activator] | · | -12% | -19%
O=C1N/C(=N\N=C\c2cccs2)SC1Cc1cccc(Cl)c1Cl (configuration not stated)
 : 11% | 0% | 1% | 2% | -8% | ? | 3% | 8%
Cn1ncc(Cl)c1C(=O)N1CCc2ccccc21
 : 0% | -2% | -3% | -1% | i | 16% | 11% | ·
CC(=O)Nc1ccc(S(=O)(=O)N2CCN(c3cnn(C)c(=O)c3Cl)CC2)cc1
 : 10% | -10% | 3% | -2% | i | -7%[46 µM] | · | -4%
CN(C)c1ccc(C2C3=C(CCCC3=O)OC3=C2C(=O)CCC3)cc1
 : ? | -15% | 2% | -24% | ? | -2% | 5% | -11%

Reprinted from the listing (2 entries):
Results follow in this order: ALDH1A1 block | JMJD2E inh | Luc counter | Tau ThT inhib | RECQ1 inh | LMNA splice mod | SMN2 splice up | L3MBTL1 block
CC(=O)Nc1ccc(S(=O)(=O)N2CCN(c3cnn(C)c(=O)c3Cl)CC2)cc1
 : 10% | -10% | 3% | -2% | i | -7%[46 µM] | · | -4%
CN(C)c1ccc(C2C3=C(CCCC3=O)OC3=C2C(=O)CCC3)cc1
 : ? | -15% | 2% | -24% | ? | -2% | 5% | -11%

(next part)
Results follow in this order: ALDH1A1 block | JMJD2E inh | Luc counter | Tau ThT inhib | RECQ1 inh | LMNA splice mod | SMN2 splice up | L3MBTL1 block
CCOC(=O)CSc1nnc(-c2ccco2)n1C
 : ? | 1% | -1% | -2% | i | 4% | 7% | 3%
O=C(O)C1CC=CCC1C(=O)NCCc1ccccc1 (configuration not stated)
 : -12% | 2% | -3% | -1% | -1% | 7% | 13% | ·
Cc1cc(C)c(C(=O)CSc2nc(C)cc(C)c2C(N)=O)c(C)c1
 : 11% | -17% | -3% | -10% | -16% | ? | 2% | -2%
Cc1cccc(C(=O)NCCN2CCCC2)c1
 : 3% | -12% | 4% | -11% | -11% | 8% | 3% | ·
CCOC(=O)CCNC(=O)Nc1ccc2nc(C)n(Cc3ccccc3Cl)c(=O)c2c1
 : ? | ? | 0% | -8% | 1% | -13% | -18% | -7%
COc1ccc(NC(=S)N(Cc2cccc(Br)c2)CC2CCC(C(=O)O)CC2)cc1 (configuration not stated)
 : 6% | -1% | · | -9% | i | · | · | ·
O=C(COc1ccc2c(c1)C(=O)CC1(CCCCC1)O2)NCc1ccccc1
 : ? | ? | 0% | -19% | i | ? | -13% | -10%
CCc1ccc(-c2ccc(C(=O)O)c(C)n2)cc1
 : 7% | 8% | -3% | -15% | -15% | 12% | ? | 10%
COc1ccc(-c2nc3ccccc3c(=O)n2NC(=S)N(C)C)cc1
 : 4µM* | -5% | 2% | ? | -4% | -2% | -7% | 8%
Cc1cc(C)cc(Cn2ncc(Cl)c(Cl)c2=O)c1
 : 28µM* | -3% | 1% | ? | ? | ? | 25% | 4%
COc1ccc(NC(=O)N(C2CCCCC2)C2CCN(C(C)C)CC2)c(OC)c1
 : -7% | -4% | 1% | -11% | -15% | 12% | 18% | -10%

Source: PubChem
